IDE inh: inhibits human insulin-degrading enzyme in HEK cells | 320,000 tested, 0.41% active | inhibition, % at 5.59 µM | AID 434962 | P14735 | FAbetaB cleavage, fluorescence polarization;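 active means percent inhibition above the average of all tested compounds plus 3 SD, set per screening campaign, cut at about 16% in these data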;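 further: IDE supplied by intact live HEK cells; FP after avidin binding of uncleaved biotin substrate so inhibition keeps polarization high; 0% = DMSO wells and 100% = 60 µM reference IDE inhibitor Ii1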
Target sequence (P14735 whole entry, looked up): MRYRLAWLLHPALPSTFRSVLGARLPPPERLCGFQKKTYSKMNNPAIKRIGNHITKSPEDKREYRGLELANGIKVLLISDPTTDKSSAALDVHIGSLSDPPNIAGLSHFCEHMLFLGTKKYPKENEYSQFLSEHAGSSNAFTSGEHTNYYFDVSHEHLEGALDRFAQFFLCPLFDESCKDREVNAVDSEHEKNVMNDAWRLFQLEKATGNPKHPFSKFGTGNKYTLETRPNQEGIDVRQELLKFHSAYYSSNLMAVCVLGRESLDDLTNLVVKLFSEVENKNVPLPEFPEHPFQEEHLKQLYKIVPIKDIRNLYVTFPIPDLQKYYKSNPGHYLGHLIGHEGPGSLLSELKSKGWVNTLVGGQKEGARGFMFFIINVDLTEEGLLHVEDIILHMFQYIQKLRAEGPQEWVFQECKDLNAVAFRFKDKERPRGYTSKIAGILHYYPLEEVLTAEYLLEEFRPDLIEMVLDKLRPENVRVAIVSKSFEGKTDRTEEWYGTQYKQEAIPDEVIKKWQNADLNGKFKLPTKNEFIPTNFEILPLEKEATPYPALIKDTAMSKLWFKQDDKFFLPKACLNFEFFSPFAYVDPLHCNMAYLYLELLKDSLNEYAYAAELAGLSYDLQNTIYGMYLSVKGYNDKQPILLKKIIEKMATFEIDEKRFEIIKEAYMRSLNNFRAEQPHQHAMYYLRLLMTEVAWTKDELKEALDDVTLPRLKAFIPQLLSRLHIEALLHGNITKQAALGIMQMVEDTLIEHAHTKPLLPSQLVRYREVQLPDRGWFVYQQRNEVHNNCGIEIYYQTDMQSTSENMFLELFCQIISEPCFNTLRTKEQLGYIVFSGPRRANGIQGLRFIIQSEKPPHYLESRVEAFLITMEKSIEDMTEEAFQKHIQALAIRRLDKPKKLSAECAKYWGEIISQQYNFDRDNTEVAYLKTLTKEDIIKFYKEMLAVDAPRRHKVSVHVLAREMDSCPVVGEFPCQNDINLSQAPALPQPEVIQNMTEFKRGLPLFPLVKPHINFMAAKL
p-CIP stab down: lowers stability of the mouse p/CIP coactivator protein; decrease of EGFP signal, % at 10 µM; 290,000 tested, 0.01% active; Q05BA5; AID 1984; F442A p/CIP-EGFP cells, EGFP fluorescence, 16 h;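 active means EGFP signal decrease of at least 30% at 10 µM or well 3 SD below plate mean, unless failing retest; inactive means the rest, including hits failing retest or dose response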; further: some compounds called inactive have numbers as strong as hits; many of its hits are not listed in these tables
M18AAP inhibitor: PfM18AAP enzyme inhibition; recombinant PfM18AAP, H-Glu-NHMec fluorogenic cleavage; inhibition, % at 7.35 µM; 290,000 tested, 1.2% active;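 active means inhibition above the campaign mean inhibition over all tested compounds plus 3 SD, cut at about 28% in these data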;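 further: 0% = plate median of test compound wells and 100% = 2 mM ZnCl2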
DNA FID counter: counter-screen for HCV NS3 helicase inhibitors: DNA intercalator displacement. DNA fluorescent intercalator displacement, fluorescence. inhibition, % at 7.9 µM. 290,000 tested, 0.17% active. AID 1845; in the data active means inhibition above about 37%;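 further: 0% = vehicle and 100% = reference compound; higher means more ethidium bromide displaced from hairpin DNA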
IMP-1 inhibitor: inhibitors of Pseudomonas aeruginosa IMP-1 metallo-beta-lactamase. purified IMP-1, nitrocefin hydrolysis, epi-absorbance fluorescence. inhibition, % at 5.6 µM. 290,000 tested, 0.45% active. AID 1556;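 active means inhibition above the mean plus 3 SD of all compounds in the same screening run, cut at about 4.5% in these data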;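 further: 0% = IMP-1 with DMSO and 100% = DMSO wells lacking enzyme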
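Assay system: purified IMP-1; Quantity: IMP-1 0.2 nM before substrate addition; Medium: HEPES buffer pH 7.1 with ZnSO4 and Brij 35; Incubation: 15 min enzyme–compound preincubation, then 25 min nitrocefin reaction, 25 °C; Signal: fluorescence quenching readout, ex 480/em 530 nm; Controls: DMSO with and without IMP-1; Repeats: singlicate testing.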
IDE cell activ: activators of human insulin-degrading enzyme in cells; activation, % at 5.96 µM; 340,000 tested, 0.073% active; HEK cells, FAbeta-B cleavage, fluorescence polarization; 0% vehicle, 100% cell-free pure enzyme wells;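 active means activation above the mean of all tested compounds plus 3 SD, set per screening campaign, cut at about 17% in these data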
UBC9 SUMO inh: SUMOylation inhibition | P63279 | HTRF SUMOylation assay, SAE1/SAE2 + UBC9, in vitro | inhibition, % at 35 µM | 290,000 tested, 0.36% active | AID 2006; in the data active means inhibition above about 50%, passing the limit was not always enough; further: strong numbers were not always called active
VIM-2 inh: blocks Pseudomonas aeruginosa VIM-2 metallo-beta-lactamase. purified VIM-2, nitrocefin hydrolysis, epi-absorbance fluorescence. inhibition, % at 5.6 µM. 290,000 tested, 0.89% active. AID 1527;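 active means inhibition above the mean of all tested compounds plus 3 SD, cutoff set per screening run, cut at about 7.5% in these data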;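 further: red hydrolysis product quenches plate fluorescence so inhibitors raise well fluorescence; 0% = enzyme with DMSO and 100% = DMSO without enzyme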
HCV NS3 hel inh: blocks Hepatitis C virus NS3 helicase unwinding; NS3 helicase DNA unwinding, Cy5 molecular beacon fluorescence; inhibition, % at 10.9 µM; 290,000 tested, 0.56% active; AID 1800;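 active means inhibition above the mean of all tested compounds plus 3 SD, set per campaign, cut at about 35% in these data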;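 further: 0% = DMSO wells and 100% = thioflavine S control wells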
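Compound dosing – single dose, 10.9 µM nominal final, DMSO 0.8% final · System – NS3 helicase fragment of HCV · Buffer or medium – MOPS pH 6.5, MgCl2, DTT, Tween20, BSA · Signal – Cy5 beacon fluorescence read at start and 1 h · Also added – annealed dual-labelled DNA beacon duplex, ATP-started · Schedule – 1 h at 25 °C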
* hit, by the source's call; / = no result given.

Results follow in this order: IDE inh | p-CIP stab down | M18AAP inhibitor | DNA FID counter | IMP-1 inhibitor | IDE cell activ | UBC9 SUMO inh | VIM-2 inh | HCV NS3 hel inh
(1) Cc1c(N(C)S(=O)(=O)c2cccc(C(=O)NC(C)C)c2)c(=O)n(-c2ccccc2)n1C
  -4 | -12 | -5 | -19 | 0.7 | 4 | 17 | 0.8 | 13
(2) CN(C)c1nc(N)c([N+](=O)[O-])c(NCC2CCCO2)n1 (configuration not stated)
  -2 | -4 | 2 | -4 | -3.5 | / | 11 | -0.5 | -2
(3) CC(NC(=O)c1cccnc1)C(=O)N1CCCCC1 (configuration not stated)
  1 | 0 | -9 | 1 | -1.1 | 3 | 18 | -1.5 | -4
(4) Cc1nnc(SCC(=O)Nc2ccc(S(=O)(=O)N3CCCCC3)cc2)s1
  -1 | 13 | 1 | -3 | -0.5 | 0 | 9 | 0.4 | -9
(5) COc1ccc(/C=N/NC(=O)CN2CCN(Cc3ccccc3)CC2)cc1Br
  -1 | -10 | 7 | 7 | -1.8 | 5 | 3 | 1.1 | 8
(6) CCCOc1ccc(C(=O)CCC(=O)OCC(=O)N2CC(=O)Nc3ccccc32)cc1
  2 | -5 | 2 | -35 | -4.0 | 3 | 13 | -1.5 | -4
(7) OCCc1c[nH]c2ccc(OCc3ccccc3)cc12
  -4 | -1 | 4 | -7 | -1.4 | 7 | 11 | -3.7 | 1
(8) CNS(=O)(=O)c1cc(NC(C)=O)c(C)cc1C
  0 | -22 | 3 | -4 | -3.9 | 4 | 13 | -1.5 | 3
(9) CC(C)(C)n1nnnc1C(c1ccc(Cl)cc1)N(Cc1cccnc1)Cc1ccco1 (configuration not stated)
  -5 | -14 | 1 | -6 | -0.8 | -7 | -2 | -2.3 | 1
(10) CC(C)C(NC(=O)c1ccc2c(c1)OCCO2)c1nc2ccccc2[nH]1 (configuration not stated)
  5 | 11 | 1 | -3 | -2.0 | -1 | -5 | 1.5 | 4
(11) O=C(CCl)N(c1ccccc1)C1CCCCC1
  -1 | -6 | 9 | 5 | -2.6 | 2 | -10 | -1.1 | -11
(12) COC(=O)c1sccc1-n1cccc1C(=O)C(=O)N1CC(C)OC(C)C1 (configuration not stated)
  -3 | -6 | -1 | -6 | 1.4 | -1 | 0 | 1.2 | -4
(13) CCN(CC)CCN1C(=O)C(=O)/C(=C(/O)c2ccc(F)cc2)C1c1cccnc1 (configuration not stated)
  -3 | -6 | 2 | -2 | -1.8 | -5 | 6 | -0.8 | 5
(14) COc1cccc(C(=O)NCC2CCCN(C(=O)c3ccc(C=O)cc3)C2)c1OC (configuration not stated)
  4 | 3 | 3 | -5 | -0.8 | -5 | -3 | 0.6 | 8
(15) Cc1cc(C)n(CC(O)Cn2cnc3c2c(=O)n(C)c(=O)n3C)n1 (configuration not stated)
  -1 | -10 | -4 | -3 | -0.6 | -2 | 9 | 0.0 | -1
(16) COCC(=O)Nc1c(C(=O)Nc2ccc3c(c2)OCCO3)oc2ccccc12
  1 | 3 | 11 | 0 | 1.7 | 1 | 15 | 3.2 | 11
(17) CC(C)c1c(C(=O)N/N=C/c2cccs2)nnn1-c1nonc1N
  0 | -1 | 3 | -16 | -3.1 | 6 | 4 | -7.0 | -4
(18) CCOC(=O)COc1ccc(CCNC(C)=O)cc1
  1 | 0 | 8 | 0 | -1.6 | 7 | 6 | -1.2 | -1
(19) Cc1ccc(C)c(-n2c(Cc3cccs3)n[nH]c2=S)c1
  2 | 0 | 24 | -21 | -4.0 | -3 | -18 | -6.5 | 8
(20) OC(CN1CCOCC1)Cn1c2c(c3ccccc31)CCCC2 (configuration not stated)
  4 | -6 | -2 | 9 | -2.5 | 0 | 3 | -0.4 | 8
(21) Cc1ccc(CCNC(=O)CCNS(=O)(=O)c2ccc3c(c2)oc(=O)n3C)cc1
  2 | -8 | -2 | -9 | -2.0 | 3 | 26 | -3.0 | -4
(22) COc1ccc(N(CC(=O)NC2CCCCC2)C(=O)CCCC(=O)Nc2ccccn2)cc1
  -1 | -13 | 2 | -39 | -1.9 | 4 | -2 | -1.9 | -9
(23) c1ccc(Cn2c(-c3cncs3)nc3ccccc32)cc1
  2 | 3 | 10 | -16 | -5.0 | 4 | 10 | -3.0 | -3
(24) CCN(CC)C(=O)N1CCC(NC(=O)Cc2ccccc2)CC1
  1 | -2 | 2 | -6 | -1.6 | 6 | 24 | 0.1 | -1
(25) COc1ccc(-c2cc(=O)oc(-c3cccc(C)c3)n2)cc1
  2 | -6 | -11 | -18 | 0.0 | 1 | 6 | 0.4 | 17
(26) Oc1ccc(NCc2cccc(OCc3ccccc3)c2)cc1
  8 | -20 | 23 | -1 | -3.0 | 1 | 80 | -3.1 | 25
(27) CCOCCOC(=O)c1cccc2c1-c1ccccc1C2=O
  -1 | -3 | -4 | -12 | -0.4 | 2 | 12 | 2.7 | 6
(28) COc1ccc2cc(CCNS(=O)(=O)c3c(C)cc(C)cc3C)c(=O)[nH]c2c1
  -4 | 1 | 3 | -37 | -1.6 | 0 | 7 | -1.7 | 4
(29) O=C1NC2(CCCCC2)C(=O)N1/N=C/c1ccccc1Br
  -1 | 0 | -3 | -17 | -0.6 | 4 | -7 | 1.6 | 3
(30) C=CCNC(=O)c1onc(CSc2ccccc2)c1C(=O)O
  2 | 2 | 0 | -5 | -1.7 | 4 | -5 | -2.4 | 4
(31) O=C(Nc1ccccc1C(=O)N1CCOCC1)C1CC(=O)N(c2ccc(F)cc2)C1 (configuration not stated)
  0 | -3 | -5 | -7 | -2.8 | 4 | 9 | -1.1 | -5
(32) CCOc1ccc(CCNC(=O)C2CC(=O)N(CCc3ccccc3)C2)cc1OCC (configuration not stated)
  9 | -4 | 3 | -42 | -4.8 | 0 | -3 | -1.9 | 12
(33) COc1ccccc1C(=O)NNC(=O)C(=O)Nc1cccc(Cl)c1C
  -5 | -8 | -14 | -13 | -1.5 | 0 | 12 | 0.4 | 0
(34) COC(=O)c1cc(NS(=O)(=O)c2ccc(C)c3ccccc23)ccc1N1CCOCC1
  0 | -11 | -4 | -15 | -0.9 | 2 | 9 | -0.2 | 22
(35) Cc1ccc(-c2ccc(=O)n(CC(=O)Nc3ccc4c(c3)OCCO4)n2)cc1
  -1 | -17 | -2 | -17 | -1.4 | -1 | 3 | -2.4 | -12
(36) Fc1ccc(-n2cnnn2)c(F)c1
  1 | 12 | -10 | 0 | -0.5 | -4 | -26 | 1.0 | -4
(37) CS(=O)(=O)N(Cc1ccc(C(=O)NC2CCCCC2O)cc1)c1ccccc1 (configuration not stated)
  3 | -22 | 0 | -9 | -4.0 | 4 | 1 | -0.6 | 0
(38) Cc1ccc(S(=O)(=O)N2CCN(CCC#N)CC2)cc1
  0 | 0 | -4 | 3 | 0.4 | 2 | 14 | 0.3 | -7
(39) COc1cccc(CC2(CO)CCCN(Cc3ccccc3-c3ccco3)C2)c1 (configuration not stated)
  1 | -7 | 0 | 5 | -1.0 | 5 | 4 | -1.7 | -10
(40) COc1ccc(OC)c(NC(=O)C(=O)NNC(=O)C23CC4CC(CC(C4)C2)C3)c1
  4 | 3 | 7 | -23 | -3.6 | / | -25 | -3.7 | -3
(41) CCN(c1ccc(OC)cc1)S(=O)(=O)c1nnc(NC(=O)COc2ccc(C)cc2)s1
  1 | -18 | -16 | -18 | 0.8 | 9 | 8 | 0.9 | 16
(42) CSc1nc2nc3c(cc2c(=O)n1-c1ccccc1)COC(C)(C)C3
  4 | -5 | -14 | -19 | -2.7 | -5 | -4 | 1.1 | 2
(43) CCOc1ccc(-n2nnnc2SCC(=O)N2CCOCC2)cc1
  -1 | 1 | 10 | -3 | -0.7 | 3 | -14 | -1.9 | 5
(44) Cc1ccc(C(=O)/C=C/c2ccc3c(c2)OCCO3)c(O)c1
  0 | -3 | -16 | -4 | -2.2 | 7 | 14 | 0.2 | -2
(45) Cc1cc(C(=O)O)ccc1-n1c(C)cc(/C=C2\SC(=O)NC2=O)c1C
  2 | -3 | 8 | -26 | -4.0 | 5 | 10 | -0.1 | 14
(46) Cc1ccccc1NC(=O)c1cccc(S(=O)(=O)N2CCCCC2)c1
  5 | -13 | -1 | -14 | -4.2 | 1 | 3 | -3.1 | 2
(47) CCCN(CCC)C(=O)CC(c1ccccc1)c1ccc(C)cc1O (configuration not stated)
  -4 | -2 | -7 | -38 | -5.6 | 0 | 6 | -4.1 | -3
(48) NC(=O)CC(NC(=O)c1ccccc1)c1ccc(NC2CCC2)c([N+](=O)[O-])c1 (configuration not stated)
  5 | -12 | / | / | / | -1 | 8 | / | /
(49) Cc1[nH]nc2ncc(C(=O)c3cc(F)ccc3O)cc12
  -6 | -6 | 5 | -3 | -2.8 | 11 | 6 | -2.1 | 0
(50) CCOc1ccccc1OCC(=O)OCC(=O)Nc1ncc(Cl)cc1Cl
  -1 | -11 | -4 | -13 | -2.2 | -1 | 18 | -1.5 | 7
(51) O=C(CN1CCC(C(=O)O)CC1)Nc1ccccc1Oc1ccccc1
  0 | 0 | -7 | -9 | 1.1 | / | 29 | 3.1 | 37*
(52) CCOC(=O)c1ccc(N2C(=O)Cc3ccccc3C2=O)cc1
  -3 | 3 | -6 | -22 | -0.6 | 2 | 7 | -2.1 | 5
(53) COCCCNC(=S)N1CCN(C(=O)c2ccco2)CC1
  0 | -5 | 2 | -2 | -2.7 | 3 | 2 | -0.4 | -7
(54) COc1ccc(-n2cnnc2SCC(=O)Nc2cc(C(C)(C)C)nn2-c2ccccc2)cc1
  -1 | -5 | -12 | 0 | -2.8 | 5 | 11 | -2.4 | -2
(55) O=[N+]([O-])c1cc(Br)c(O)c(/C=N/Nc2nnnn2-c2cccc3ccccc23)c1
  0 | -3 | 38* | 7 | 4.8* | 8 | 48 | -2.9 | -10
(56) C/C(Cn1cnc([N+](=O)[O-])n1)=N\NC(=O)c1ccccc1
  -1 | -9 | -1 | -1 | -0.3 | -1 | 2 | -4.6 | -6
(57) O=C(CCN1C(=O)/C(=C/c2ccccc2Cl)SC1=S)NN1CCOCC1
  -2 | -18 | 0 | -10 | 4.5* | -5 | 8 | 3.6 | 3
(58) COc1cc(/C=C(\C#N)C(=O)N2CCCCC2)ccc1O
  4 | 14 | 6 | -2 | -2.1 | -2 | -7 | -0.7 | 6
(59) O=C(Nc1ccc(Cl)cc1)NN1CC(=O)N(c2cccc(C(F)(F)F)c2)CC1=O
  1 | -4 | 5 | -5 | -4.1 | -1 | 12 | -4.2 | -6
(60) CCNC(=S)Nc1ccc(C)c(Cl)c1
  -2 | -3 | 1 | 3 | -3.2 | 5 | 14 | -1.8 | -12
(61) O=C(Cc1c(O)c2ccccc2[nH]c1=O)NCc1cccc(F)c1
  3 | 2 | -11 | 6 | 0.1 | 10 | 10 | 0.4 | -8

High-throughput results (PubChem BioAssay)
